Source: PubChem BioAssay (several laboratories)
HIF activator – HIF pathway transcriptional activation | U2OS HRE-luciferase reporter, luminescence; normalized: DMSO 0%, desferrioxamine 100% | activation, % at 7.5 µM (by protocol) | hit rate 0.32% among 300,000;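 active = mean activation of at least 10% of the iron chelator positive control signal, with at least half of replicates also reaching 10%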
MrgX1 PAM – allosterically activates human MrgX1 receptor signaling | Q96LB2 | MrgX1-HEK293, Fluo-4 calcium flux, FDSS; stronger effect = higher value | B-score at 10 µM | hit rate 0.63% among 310,000 | AID 588675;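 active = plate-corrected calcium response at least 3 library SD above typical, normal starting fluorescence, not activating the receptor alone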;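 note: compound read alongside a low EC10 to EC30 dose of BAM8-22 agonist; peak minus trough fluorescence over baseline measured at the second addition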
TRPC6 inhibitor – inhibitors of mouse TRPC6 channel; Q61143; HEK293-TRPC6, membrane potential dye, ACh-evoked depolarization; stronger effect = lower value; B-score at 10 µM; hit rate 1.1% among 310,000;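 active = B-score under library mean minus 3 SD, initial fluorescence not abnormally high, positive integrated signal ratio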;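 note: B-score derived from integrated fluorescence ratio over the kinetic read; more negative B-score means stronger inhibition of depolarization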
Target sequence (Q61143 whole entry, looked up): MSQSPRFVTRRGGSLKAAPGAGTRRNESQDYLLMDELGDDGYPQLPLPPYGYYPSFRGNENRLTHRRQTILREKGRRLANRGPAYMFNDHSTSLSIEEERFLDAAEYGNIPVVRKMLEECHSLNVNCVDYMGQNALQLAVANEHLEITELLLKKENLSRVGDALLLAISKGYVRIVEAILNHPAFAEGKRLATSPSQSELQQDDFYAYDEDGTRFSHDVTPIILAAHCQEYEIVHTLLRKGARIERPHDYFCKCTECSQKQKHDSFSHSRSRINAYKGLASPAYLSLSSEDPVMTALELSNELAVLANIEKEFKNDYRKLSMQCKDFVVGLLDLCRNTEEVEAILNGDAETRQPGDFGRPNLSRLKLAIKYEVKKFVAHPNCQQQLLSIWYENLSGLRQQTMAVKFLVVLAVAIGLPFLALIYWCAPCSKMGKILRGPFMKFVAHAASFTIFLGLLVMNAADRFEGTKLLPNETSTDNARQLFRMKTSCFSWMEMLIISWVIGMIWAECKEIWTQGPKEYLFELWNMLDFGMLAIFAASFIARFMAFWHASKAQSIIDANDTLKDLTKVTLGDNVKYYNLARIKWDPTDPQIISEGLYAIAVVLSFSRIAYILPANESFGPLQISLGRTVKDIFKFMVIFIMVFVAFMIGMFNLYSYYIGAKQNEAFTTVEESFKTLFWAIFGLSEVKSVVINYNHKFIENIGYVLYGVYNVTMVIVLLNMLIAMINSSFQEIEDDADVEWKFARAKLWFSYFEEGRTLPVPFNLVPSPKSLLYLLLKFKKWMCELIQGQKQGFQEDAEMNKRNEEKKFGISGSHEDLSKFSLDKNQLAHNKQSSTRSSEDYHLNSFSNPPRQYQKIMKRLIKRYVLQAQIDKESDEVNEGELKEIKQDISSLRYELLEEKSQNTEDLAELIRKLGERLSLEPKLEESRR
Platelet DG rel – modulates dense granule release in human platelets. human platelet-rich plasma, SFLLRN dense granule ATP release, luminescence. inhibition, %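 (compounds screened at 7.5 µM in platelet-rich plasma)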. hit rate 0.22% among 300,000. AID 1663;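 active = mean replicate score, as percent of positive control, at or above 50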
TRPC4 block – inhibitors of mouse TRPC4 channel. HEK293 TRPC4beta/mu-opioid, DAMGO-evoked Fluo4 calcium flux; stronger effect = lower value. AID 2247. B-score at 10 µM. hit rate 0.39% among 300,000. Q9QUQ5;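 active = B-score over 3 SD under the library average, no early fluorescence shift, positive overall ratio signal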
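System: stable TRPC4beta/mu-opioid receptor HEK293 cells; Dosing: single-point compound dosing; Measured by: Fluo4 Ca2+ flux fluorescence; Read-out basis: per-well B score of integrated baseline-normalized Fluo4 ratio.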
RGS4 pot – RGS4 potentiation or activation. HEK293 M3R/inducible RGS4, carbachol calcium flux Fluo4; stronger effect = lower value. B-score at 10 µM. hit rate 0.92% among 310,000. AID 463111;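 active = B-score of the integrated calcium signal more than 4 SD below the library mean, with starting fluorescence not abnormally high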;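 note: negative B-score means reduced calcium response which marks RGS4 activation or potentiation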
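System – HEK293 FlpIn-TREx cells, stable M3R, doxycycline-inducible RGS4 · Reagent – ECmax carbachol challenge · Times – compound preincubation 20 min at room temperature before agonist · Technique – Fluo4 fluorescence kinetic imaging of calcium · Measure – B score of integrated Fluo4 ratio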
MrgX1 agonist – human MrgX1 receptor agonism, primary screen | Q96LB2 | MrgX1-HEK293 cells, Fluo-4 calcium fluorescence, agonist mode; stronger effect = higher value | B-score at 10 µM | hit rate 0.44% among 310,000 | AID 588627;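 active = calcium response B-score plate-corrected fluorescence ratio at least 3 library SD, with starting fluorescence B-score inside 5 SD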
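Test system: HEK293 cells stably expressing human MrgX1 receptor; amount: 15,000 cells per well; doses: compound delivered in addition one of three; times: overnight plating before 1 h dye loading; detection: Fluo-4 NW calcium-flux fluorescence, kinetic read; read-out basis: B-scored fluorescence response ratio; controls: positive and negative controls per plate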
SKKanGAS inh – SKKanGAS growth inhibition; S. pyogenes SKKanGAS, kanamycin growth, BacTiter-Glo, 6 h; inhibition, % at 7.5 µM; hit rate 1.3% among 300,000; AID 1662;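 active = mean replicate score, as percent of positive control median, at least 50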;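 note: strain carries kanamycin resistance gene driven by streptokinase promoter and grows in 40 µg/ml kanamycin; loss of luminescence reflects streptokinase promoter inhibition or plain growth inhibition; 0% = median of DMSO wells and 100% = positive control at its reference dose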
RGS4 block – human RGS4 inhibition. B-score at 10 µM. HEK293 M3R/RGS4 inducible, Fluo-4 calcium flux; stronger effect = higher value; triggered by carbachol at its EC20. hit rate 0.45% among 310,000;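 active = B-score, a plate-corrected calcium signal, over three deviations above library mean, with baseline fluorescence within five deviations of library mean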;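 note: RGS4 expression induced by doxycycline in cells with stable M3 receptor; B-score is computed from the integrated fluorescence ratio over baseline after carbachol; higher B-score means a larger calcium signal and so more RGS4 inhibition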
TRPC6 act – activators of mouse TRPC6 channel. Q61143. HEK293-TRPC6 membrane potential dye fluorescence; stronger effect = higher value. B-score at 10 µM. hit rate 0.13% among 310,000. AID 2550;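 active = B-score of the integrated fluorescence ratio above library mean plus 3 SD, and starting fluorescence ratio within library mean plus 5 SD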;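 note: higher score means more depolarization so channel activation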
MrgX1 antagonist – blocks BAM8-22 activation of human MrgX1 receptor. AID 588676. MRGX1-HEK293 calcium flux, Fluo-4, BAM8-22 antagonism; stronger effect = lower value. B-score at 10 µM. hit rate 1.3% among 310,000. Q96LB2;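 active = calcium-response B-score plate-corrected more than 3 library SD below zero, starting fluorescence within 5 deviations, no agonist response on first addition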;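 note: peak minus trough fluorescence over baseline after final BAM8-22 challenge near maximal dose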
* hit, by the source's call; i = inactive; nt = no result given.

SMILES | HIF activator | MrgX1 PAM | TRPC6 inhibitor | Platelet DG rel | TRPC4 block | RGS4 pot | MrgX1 agonist | SKKanGAS inh | RGS4 block | TRPC6 act | MrgX1 antagonist
COC(C[C@@H](O)C[C@@H](O)[C@@H](C)OCc1ccccc1)OC | -0.6 | i | i | 0 | i | i | i | -7 | i | i | i
CCC(C)NS(=O)(=O)c1ccc(S(=O)(=O)N2CCCC3(CCCCC3)C2)cc1 (stereo not drawn) | -0.3 | i | i | -11 | i | i | i | 4 | i | i | i
COC(=O)C(NC(=O)CSc1nc(N)cc(=O)[nH]1)c1ccccc1 (stereo not drawn) | -0.1 | i | i | 0 | i | i | i | -4 | i | i | i
COc1ccc(/C=N/N2C(=O)C3C4C=CC(C4)C3C2=O)cc1[N+](=O)[O-] (stereo not drawn) | -0.5 | i | i | 19 | i | i | i | -4 | i | i | i
N#Cc1ccc(-c2ccc(Cl)cc2)nc1Oc1ccc(F)cc1 | -1.0 | i | i | -7 | i | i | i | -3 | i | i | i
CN1CCN(C(=O)c2ccc(Cl)c(S(=O)(=O)N3CCCCCC3)c2)CC1 | -0.5 | i | i | 1 | i | i | i | -3 | i | i | i
CCN1CCN(c2ccc(S(=O)(=O)N3CCCCC3)cc2NC(=O)COc2ccc(F)cc2Cl)CC1 | 0.0 | i | i | -4 | i | i | i | 1 | i | i | i
Cc1onc(-c2ccccc2Cl)c1C(=O)NC(C)c1ccccc1 (stereo not drawn) | -11 | i | i | -28 | i | i | i | 4 | i | i | i
COc1ccc(Cc2nc3ccc(C(=O)N4C[C@@H](C)O[C@@H](C)C4)cc3o2)cc1OC | 4.0 | i | i | 2 | i | i | i | -1 | i | i | i
Cc1ccc(-c2[nH][nH]c(=O)c(=O)c2N=Nc2ccccc2)cc1 | -0.1 | i | i | -1 | i | i | i | 0 | i | i | i
NC(=O)C1CCN(CC(=O)c2c[nH]c3ccc(F)cc23)CC1 | 0.3 | i | i | 3 | i | i | i | 0 | i | i | i
CCOC(=O)c1cnc2ccc(OCC)cc2c1N1CCN(C)CC1 | 0.0 | i | -5.5* | 2 | i | i | i | 4 | i | i | i
CCOC(=O)N1CCC(NC(=O)Cn2c3c(c(-c4ccccc4Cl)cc2=O)CCC3)CC1 | -0.3 | i | i | 3 | i | i | i | -4 | i | i | i
Cc1ccccc1NC(=S)NCc1ccc2c(c1)cc(C)n2C | 0.0 | i | i | -5 | i | i | i | 7 | i | i | -5.3*
O=C1Nc2ccccc2C(O)(C(=O)NC2CC2)N1c1ccc(Cl)c(Cl)c1 (stereo not drawn) | 0.2 | i | i | -3 | i | i | i | -1 | i | i | i
Cc1csc(SCc2ccccc2C(=O)O)n1 | 0.1 | i | i | -4 | i | i | i | 2 | i | i | i
CC(NCc1cc(Br)ccc1OCC(N)=O)C12CC3CC(CC(C3)C1)C2 (stereo not drawn) | 1.3 | i | i | -6 | i | i | i | -1 | i | i | i
COc1ccccc1C(CNC(=O)c1ccc(NS(=O)(=O)c2ccc(F)c(C)c2)cc1)N1CCCC1 (stereo not drawn) | -0.1 | i | i | 7 | i | i | i | -5 | i | i | i
O=C(CCSc1ccccc1)Nc1ccc(S(=O)(=O)N2CCOCC2)cc1 | -0.3 | i | i | 1 | i | i | i | 0 | i | i | i
COc1cccc(CC(NC(C)=O)C(=O)NC2CCN(S(=O)(=O)c3ccc(F)cc3)CC2)c1OC (stereo not drawn) | 0.0 | i | i | 10 | i | i | i | -2 | i | i | i
CCCNC(=O)Nc1cccc(C(=O)OC)c1 | 0.2 | i | i | 9 | i | i | i | -13 | i | i | i
COc1ccc(-c2c(C#N)c(SCC(N)=O)nc3c2CCCC3)cc1 | -0.5 | i | i | -5 | i | i | i | 14 | i | i | i
COc1ccc(C(=O)NN2C(=O)C3CCC(C)(C2=O)C3(C)C)cc1 (stereo not drawn) | -0.6 | i | i | -5 | i | i | i | -3 | i | i | i
COc1ccccc1CNC(=O)CCN1C(=O)c2ccccc2C1=O | -0.3 | i | i | 22 | i | i | i | 6 | i | i | i
Cc1cc(C)c2c(-n3cccc3)nn(C)c2n1 | nt | i | i | nt | i | i | i | 2 | i | i | i
Cc1ccc2[nH]c(=O)c(CN(CCO)Cc3nnnn3CCc3ccccc3)cc2c1 | -0.6 | i | i | -12 | i | i | i | -13 | i | i | i
COc1ccc(CNCC(=O)Nc2cc(C)nn2-c2nc(C)cc(C)n2)cc1OC | 1.5 | i | i | 9 | i | i | i | -3 | i | i | i
CCN1CCN(C(=O)CN2C(=O)COc3ccc(C)cc32)CC1 | -0.4 | i | i | -3 | i | i | i | 2 | i | i | i
N/C(COc1ccc(F)cc1)=N\NC(=O)c1cccnc1Oc1ccccc1 | -2.8 | i | i | 0 | i | i | i | -3 | i | i | i
COc1cc(SC)ccc1C(=O)N1CCc2ccccc21 | 0.2 | i | i | -7 | i | i | i | 8 | i | i | i
CC(=O)C1=C(O)C(=O)N(Cc2ccccc2)C1c1cccs1 (stereo not drawn) | -1.3 | i | i | -3 | i | i | i | 1 | i | i | i
CCCn1c(=O)c(C(=O)NNC(=O)Cc2ccccc2)c(O)c2ccccc21 | 0.5 | i | i | 9 | i | i | i | 36 | i | i | i
COc1ccc(/C=C/C(=O)OCC(=O)c2ccc(S(=O)(=O)N3CCCCC3)cc2)cc1OC | -0.3 | i | i | -4 | i | i | i | 0 | i | i | i
C/C(CC(=O)Nc1cccc(C(F)(F)F)c1)=N\NC(=O)Cc1ccccc1 | 1.6 | i | i | 8 | i | i | i | -13 | i | i | i
Cc1ccccc1NC(=O)c1cccc(Cn2cc(Br)c([N+](=O)[O-])n2)c1 | 0.0 | i | i | 4 | i | i | i | -3 | i | i | i
CCn1c(SCc2nnc(-c3ccccc3)o2)nnc1-c1ccc(S(=O)(=O)N2CCCC2)cc1 | -0.3 | i | i | -2 | i | i | i | 4 | i | i | i
O=C1c2cccc3cc([N+](=O)[O-])cc(c23)C(=O)N1c1nncs1 | -0.7 | i | i | 19 | i | i | i | 2 | i | i | i
COc1ccc(C(=O)NC(C)C2CC3CCC2C3)cc1 (stereo not drawn) | 0.3 | i | i | -3 | i | i | i | 1 | i | i | i
COc1ccc(N(C(=O)CNC(=O)c2ccco2)C(C(=O)NC2CCCCC2)c2ccco2)cc1 (stereo not drawn) | -7.3 | i | i | -1 | i | i | i | 0 | i | i | i
CC(=O)Nc1ccccc1C(=O)C(=O)Nc1cccc(Br)c1 | 2.3 | i | i | -10 | i | i | i | 9 | i | i | i
CCC(=O)N/N=C(\C)CC(=O)Nc1ccccc1-c1ccccc1 | -0.1 | i | i | -8 | i | i | i | -15 | i | i | i
COc1cccc(C(=O)C2CCCN(Cc3cccn3-c3cccnc3)C2)c1 (stereo not drawn) | -0.4 | i | i | -1 | i | i | i | 4 | i | i | i
C=CCN1CCN(C(=O)CCc2ccccc2)CC1 | -2.0 | i | i | 1 | i | i | i | -1 | i | i | i
O=C1CCCCC1C(Nc1ccc(Cl)cc1)c1ccccc1 (stereo not drawn) | 0.0 | i | i | -9 | i | i | i | 0 | i | i | i
CCOC(=O)/C(C#N)=C/c1cc(C)n(-c2ccc(Br)cc2)c1C | -0.4 | i | i | 4 | i | i | i | -2 | i | i | i
Cc1ccc(NC(=O)C(NCc2ccccn2)c2ccccc2)cc1 (stereo not drawn) | 3.0 | i | i | 24 | i | i | i | -1 | i | i | i
CCOc1ccccc1NC(=O)CN1CCC(C(=O)c2ccc(F)cc2)CC1 | -0.2 | i | i | -1 | i | i | i | 2 | i | i | i
CC(C)(C)OC(=O)N1CCC(c2c(C(=O)N3CCN(C(=O)c4ccco4)CC3)cnn2-c2ccc(F)cc2)CC1 | 0.0 | i | i | 1 | i | i | i | -3 | i | i | i
O=C(NNC(=O)c1ccc(Cl)c(Cl)c1)c1ccncc1 | 0.0 | i | i | 6 | i | i | i | 2 | i | i | i
O=C(N/N=C/c1cccc(Oc2ccccc2)c1)c1ccc(O)cc1O | -0.4 | i | i | -5 | i | i | i | 9 | i | i | i
CCOc1ccc(CCNC(=O)COC(=O)C2=NNC(=O)CC2)cc1OCC | -1.2 | i | i | -4 | i | i | i | -5 | i | i | i
CCN(CC)S(=O)(=O)c1ccc(NC(=O)COC(=O)c2ccc(NC(=O)CC#N)cc2)cc1 | -0.2 | i | i | -7 | i | i | i | 7 | i | i | i
CSc1nnc(-c2cc[n+](C)cc2)n1CCO | 0.5 | i | i | 2 | i | i | i | 4 | i | i | i
Cc1cc(SCC(=O)N/N=C/c2ccc(O)c(O)c2O)c(C)cc1Br | 36* | i | i | -6 | i | i | i | 69* | i | i | i
CCOC(=O)C1=C(C)N(C)C(C)=C(C(=O)OCC)C1c1ccccc1 | 0.6 | i | i | nt | i | i | i | -1 | i | i | i
CC(CCc1ccccc1)NC(=O)C1CCN(S(=O)(=O)N2CCOCC2)CC1 (stereo not drawn) | -0.6 | i | i | -26 | i | i | i | -12 | i | i | i
Cc1ccc(C2(C)NC(=O)N(CC(=O)Nc3cc(S(=O)(=O)N(C)C)ccc3C)C2=O)cc1 (stereo not drawn) | -0.2 | i | i | 6 | i | i | i | 1 | i | i | i
COc1ccc(-n2nc(C(=O)N(C)C3CCCCC3)c3ccccc3c2=O)c(OC)c1 | -0.3 | i | i | -2 | i | i | i | 1 | i | i | i
CCn1c(C)nc2cc(C(=O)NNC(=O)CCC3CCCC3)ccc21 | 1.2 | i | i | -3 | i | i | i | 3 | i | i | i

Structures from the list above with a furan ring, fused or not (two):
SMILES | HIF activator | MrgX1 PAM | TRPC6 inhibitor | Platelet DG rel | TRPC4 block | RGS4 pot | MrgX1 agonist | SKKanGAS inh | RGS4 block | TRPC6 act | MrgX1 antagonist
COc1ccc(N(C(=O)CNC(=O)c2ccco2)C(C(=O)NC2CCCCC2)c2ccco2)cc1 (stereo not drawn) | -7.3 | i | i | -1 | i | i | i | 0 | i | i | i
CC(C)(C)OC(=O)N1CCC(c2c(C(=O)N3CCN(C(=O)c4ccco4)CC3)cnn2-c2ccc(F)cc2)CC1 | 0.0 | i | i | 1 | i | i | i | -3 | i | i | i
